ERb SRC1 inh: inhibitors of ERβ-SRC1 coactivator interaction, primary screen, biochemical, TR-FRET, ERβ LBD, SRC-1 peptide. Estrogen receptor beta (Homo sapiens), Q92731. TR-FRET ER-beta LBD / SRC1-Cy5 peptide binding; receptor agonist-loaded with 1 µM estradiol. inhibition, % at 25.6 µM. actives 1.3% (n = 86,000);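 active means compounds whose percent inhibition of the receptor-coactivator binding signal exceeds about 50% in the single-dose screen, limit read from the data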;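 further: 0% = receptor plus peptide wells without compound and 100% = peptide-only wells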
Target sequence (Q92731 whole entry, looked up, the tested form may be a part): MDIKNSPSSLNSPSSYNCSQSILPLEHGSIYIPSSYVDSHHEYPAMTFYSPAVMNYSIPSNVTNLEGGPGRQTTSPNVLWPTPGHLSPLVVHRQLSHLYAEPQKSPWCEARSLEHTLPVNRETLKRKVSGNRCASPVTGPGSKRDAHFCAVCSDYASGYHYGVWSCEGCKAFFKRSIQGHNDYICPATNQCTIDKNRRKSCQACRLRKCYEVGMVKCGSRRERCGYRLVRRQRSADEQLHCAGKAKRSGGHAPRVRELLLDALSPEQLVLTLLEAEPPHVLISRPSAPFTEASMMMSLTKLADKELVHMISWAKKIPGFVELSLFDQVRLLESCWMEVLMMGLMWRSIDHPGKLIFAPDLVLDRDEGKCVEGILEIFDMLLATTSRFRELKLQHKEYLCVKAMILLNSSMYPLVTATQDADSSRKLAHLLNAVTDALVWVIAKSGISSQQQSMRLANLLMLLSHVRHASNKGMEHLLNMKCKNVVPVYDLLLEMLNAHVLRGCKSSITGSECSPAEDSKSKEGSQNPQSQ
sEH activator: soluble epoxide hydrolase activators, primary screen, biochemical, human sEH. purified human sEH enzymatic activity, activator screen. activation, % at 2 µM. actives 0.04% (n = 91,000); in the data active means activation above about 37%; further: values of inactives mirror those of a sister screen read the other way
Candida biofilm: clotrimazole potentiators killing Candida biofilms, primary screen, with clotrimazole, Alamar Blue; C. albicans biofilm + clotrimazole; inhibition, % at 6 µM; actives 0.14% (n = 85,000);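 active means inhibition above 20%; inactive means inhibition below 20%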;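 further: preformed 24 hr biofilms exposed to compound for 48 hr; 0% = biofilm without compound and 100% = blank killed by clotrimazole plus chlorhexidine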
HUVEC prolif 384: inhibitors of HUVEC proliferation, primary screen, cell-based, 384-well | CellTiter-Glo luminescence, 72 h; active compounds read low | viability, % at 10 µM (by protocol) | actives 1.1% (n = 86,000);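 active means viability at or below 30%; inactive means viability above 30%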;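 further: 100% = median luminescence of DMSO-only cell control wells on each plate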
H69AR inhibit: proliferation blockers of H69AR lung cancer cells, primary screen, cell-based, human, 86K library; H69AR lung tumor viability, ATP luminescence, 72 h; active compounds read low; viability, % at 10 µM; actives 6% (n = 85,000); AID 598, 2007;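 active means viability at or below 40%; inactive means viability above 40%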;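 further: multidrug resistant small cell line overexpressing MRP-1 efflux transporter; 100% = mean luminescence of untreated control wells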
ERa SRC1 pot: enhancers of ERα–SRC-1 coactivator binding, primary screen, biochemical, TR-FRET, ERα LBD, low estradiol | coactivator binding (% of control), % at 25.6 µM | actives 1.3% (n = 86,000) | TR-FRET ERalpha-LBD/SRC-Cy5 coactivator binding, 2 h; 100 = basal binding, no effect; in the data active means activity above about 200%;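 further: binding measured in presence of low estradiol as agonist stimulus; 0% = peptide alone without receptor and 100% = receptor with peptide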
ERa SRC1 inh: ERα–SRC-1 coactivator interaction inhibitors, primary screen, biochemical, TR-FRET, ERα LBD, estradiol-bound. Estrogen receptor (Homo sapiens), P03372. TR-FRET ER-alpha LBD / SRC-1 peptide. inhibition, % at 25.6 µM. actives 1.7% (n = 86,000); in the data active means inhibition above about 50%;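 further: 0% = receptor plus peptide control and 100% = peptide only without receptor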
Lung fibro prol: antiproliferative effect on LL 47 fibroblasts – human, LL 47 cells, CellTiter-Glo luminescence, primary screen | LL 47 human lung fibroblast viability, ATP luminescence; active compounds read low | actives 1.1% (n = 85,000) | viability, % at 10 µM;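 active means viability at or below 50% in the single dose screen; inactive means viability above 50%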;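 further: compound exposure lasted 72 h before the ATP readout; 100% = median luminescence of untreated cell-only wells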
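test system = LL 47 human lung fibroblasts | amount = 1,150 fibroblasts seeded per well | medium = 15% FBS in IMEM | times = overnight cell rest, 72 h compound treatment at 37 °C | measured by = CellTiter-Glo luminescence measuring cellular ATP | read-out = viability percentage against median untreated-cell control | benchmarks = cell-only wells, no compound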
Smad3 inh: Smad3/FoxH1 peptide binding inhibitors, primary screen, biochemical, TR-FRET; Mothers against decapentaplegic homolog 3 (Homo sapiens), P84022; actives 0.29% (n = 88,000); TR-FRET Smad3/Dy647-FoxH1 peptide binding, europium anti-His; inhibition, % at 25 µM;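 active means compounds that reduce the energy-transfer binding signal between the protein and its labelled peptide by more than half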;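 further: 0% = Smad3 plus labelled peptide maximal FRET and 100% = peptide-only background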
Target sequence (P84022 whole entry, looked up): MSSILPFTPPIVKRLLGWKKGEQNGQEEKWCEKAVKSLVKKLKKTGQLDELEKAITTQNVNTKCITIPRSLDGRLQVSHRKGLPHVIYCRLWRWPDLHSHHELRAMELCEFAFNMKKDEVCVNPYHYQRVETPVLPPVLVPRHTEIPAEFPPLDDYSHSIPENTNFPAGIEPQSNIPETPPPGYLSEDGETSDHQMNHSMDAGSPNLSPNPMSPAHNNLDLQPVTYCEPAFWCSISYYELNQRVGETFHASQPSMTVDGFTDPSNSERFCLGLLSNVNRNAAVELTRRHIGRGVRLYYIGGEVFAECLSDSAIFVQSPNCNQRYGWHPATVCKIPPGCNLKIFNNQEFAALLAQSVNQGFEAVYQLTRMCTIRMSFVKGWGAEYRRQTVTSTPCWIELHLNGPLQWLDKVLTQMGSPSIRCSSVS
* hit, by the source's call; / = not tested or not shown; [ ] = another dose, or the depositor's remark.

SMILES	ERb SRC1 inh	sEH activator	Candida biofilm	HUVEC prolif 384	H69AR inhibit	ERa SRC1 pot	ERa SRC1 inh	Lung fibro prol	Smad3 inh
CCC(=O)N1CCc2cc(S(=O)(=O)NCCCN(CC)Cc3ccccc3)ccc21	-3	-5	2	92	89	93	-9	89	9
CCCCN(CC)C(=O)CN(C)S(=O)(=O)c1cccc2nsnc12	-7[fluorescence artefact?]	-8	4	94	91	101	0[fluorescence artefact?]	98	2
C=CCN(CCNP(=O)(OCC)OCC)CP(=O)(OCC)OCC	17	/	3	93	84	104	-8	102	-1
COc1ccc(CN2CCN(C(=O)c3cc(OC)c(OC)c(OC)c3)CC2)cc1OC	0	8	-1	101	67	99	0	102	-6
CCOC(=O)C1=C(C)N(C)C(=O)NC1c1ccc(C)s1 (stereo not drawn)	-6	-3	9	75	91	108	-10	97	1
O=c1cc(CSc2nnc(COc3ccccc3Cl)o2)nc2sccn12	16	/	1	90	101	81[fluorescence artefact?]	14	94	1
CCC(CC)C(=O)Nc1cc(C(=O)OC)cc(C(=O)OC)c1	20	-6	-5	106	83	90	19	105	-7
COc1ccc(CCNC(=O)CC2Nc3ccccc3NC2=O)cc1 (stereo not drawn)	21	-3	6	100	91	76	23[fluorescence artefact?]	97	2
CCC1(C)Cc2c(sc3c2c(=O)n(C)c2nnc(SCCc4ccccc4)n32)CO1 (stereo not drawn)	2[fluorescence artefact?]	/	0	111	45	103	-2	97	-12
CCn1c(C)[n+](CC(O)COCC2CC=CCC2)c2ccccc21 (stereo not drawn)	-5[fluorescence artefact?]	-4	1	104	96	122[fluorescence artefact?]	2[fluorescence artefact?]	95	-2
CCn1c(C(=O)N2CCC(Cc3ccccc3)CC2)cc2sccc21	9[fluorescence artefact?]	4	0	101	100	89	0[fluorescence artefact?]	98	-4
S=c1[nH]nc(-c2cccnc2)n1-c1ccccc1	-9	0	9	97	96	84	-6[fluorescence artefact?]	102	-2
CCOC(=O)C1=C(C)NC2=C(C(=O)CC(C)(C)C2)C1c1ccsc1 (stereo not drawn)	-6	-8	2	98	85	105[fluorescence artefact?]	1	94	0
O=C(O)C1CCCCC1C(=O)Nc1ccc2c(c1)OCCO2 (stereo not drawn)	-2	/	/	98	92	126	-2	102	-5
CCOC(=O)C1=C(CN2CCN(c3ccc(F)cc3)CC2)NC(=O)NC1c1cccs1 (stereo not drawn)	-3	-2	4	88	66	119	-7	91	-1
CCOC(=O)C1=C(N)N2C(=O)C(C)SC2=C(C(=O)OC)C1c1ccccc1OC (stereo not drawn)	-3[fluorescence artefact?]	2	6	93	99	92[fluorescence artefact?]	-1	97	-2
COc1ccccc1-c1cc(C(=O)NCCc2ccccc2)no1	-7	11	2	76	93	105[fluorescence artefact?]	-4	92	-11
COc1ccc2oc(C)c(C(N)=O)c2c1	9	4	12	96	94	95	4	96	9
Cc1noc(/C=C/c2ccco2)c1S(=O)(=O)N1CCC(C(=O)NCc2ccco2)CC1	21	/	6	95	54	95	21	101	-4
NNC(=O)Cn1c(SCc2ccccc2)nc2ccccc21	-2	-5	6	92	98	115	2	97	3
CCOC(=O)Cn1c(=O)c2c(nc3n2CCCCN3c2ccc(C)cc2)n(C)c1=O	4	5	10	91	84	120[fluorescence artefact?]	-1	91	-2
COC(=O)CCc1c(C)c(C#N)c2nc3ccccc3n2c1N1CCCC1	5	10	-1	95	58	108	-7	90	0
CCCCn1c(CCNC(=O)CC)nc2ccccc21	1	6	1	107	94	97	-5	103	-20
COc1ccc(N2CCN(C(=O)CCNS(=O)(=O)c3cccs3)CC2)cc1	-1[fluorescence artefact?]	2	5	97	94	109	4[fluorescence artefact?]	96	-16
OCCCCNc1cccc2ccccc12	23[fluorescence artefact?]	-1	6	73	74	80[fluorescence artefact?]	12	89	21[fluorescence artefact?]
Cc1cc2c(C)nc(-c3ccccc3)nc2o1	-4	-3	0	92	92	119[fluorescence artefact?]	-4	101	0
Cc1ccc(NC(=O)C2CCCN2C(=O)Oc2ccccc2)cc1C (stereo not drawn)	4	-14	-3	91	95	110	-3	103	-5
O=C(O)Cn1cc2c(n1)CCCC2	-1[fluorescence artefact?]	12	4	98	91	119	-2	107	-7
CCn1c(CNc2ccc(Cl)cc2)nnc1SCc1ccc(C)cc1	-9	-21	3	88	104	92	-7	99	-3
COC(=O)Cn1c(CN2CCC(Cc3ccccc3)CC2)nc2c1c(=O)n(C)c(=O)n2C	-7	-2	1	104	92	113	0	101	3
CCOC(=O)CSc1nnc(CNC(=O)c2cccs2)n1-c1cccc(C)c1	-5	-17	-2	93	97	99[fluorescence artefact?]	6[fluorescence artefact?]	101	-3
CC1(C)CC(CCNC(=O)c2ccc(-n3cnnn3)cc2)CC(C)(C)N1	-6	-2	3	90	87	108	0	92	-2
O=C1c2ccccc2C(=O)N1CSc1nnnn1-c1ccccc1	-4[fluorescence artefact?]	17	1	94	53	138	-4	98	1
Cn1cccc1Cc1nnc(SCC(=O)Nc2ccc3c(c2)OCCO3)n1CCc1ccccc1	16[fluorescence artefact?]	-9	11	94	90	72[fluorescence artefact?]	11[fluorescence artefact?]	95	-2
CC12CCCCC1c1ccccc1C(=NCC(=O)O)N2 (stereo not drawn)	-1	4	9	97	85	107	-1	92	-3
NC(=O)CCCCC(=O)OCCCc1cccs1	3	/	8	96	92	97	6	101	1
N#CCSc1ncccc1-c1nc2ccccc2[nH]1	-4[fluorescence artefact?]	-4	4	89	99	83	20	95	-1
Cc1ccc2oc(=O)c3cnn(CC(=O)N(CCN(C)C)Cc4ccco4)c3c2c1	-6	-8	2	86	81	106	-9[fluorescence artefact?]	100	2
CC(=O)NCCn1c(SCc2ccccc2F)nc2ccccc2c1=O	8[fluorescence artefact?]	3	2	93	96	93	3	101	-11
COc1ccc(NC(=O)C2CCCN(S(=O)(=O)c3cccc4cccnc34)C2)cc1 (stereo not drawn)	-6	-76	7	109	86	92	-5	96	-13
Cc1ccc(OC(=S)Nc2ccc(O)cc2)cc1	1	8	5	70	15*	88	-55	97	9
Cc1ccc(-n2nnnc2-c2cnn(-c3ccc(F)cc3)c2C(F)(F)F)cc1	-11[fluorescence artefact?]	6	5	100	93	92	1	103	-1
COc1ccc(NC(=O)CCn2nnc(-c3ccc(C)cc3)n2)cc1OC	-20[fluorescence artefact?]	12	8	83	83	116	-19	91	11
COc1ccc(NC(=O)CN2c3cccc4cccc(c34)S2(=O)=O)cc1	8	-13	11	100	96	98[fluorescence artefact?]	13	90	5
CC(=O)NS(=O)(=O)c1ccc(NS(=O)(=O)c2ccc(F)cc2)cc1	6	0	6	105	101	102	7	101	-3
Cc1nc2c(C(=O)NCCc3ccccc3)c[nH]n2c(=O)c1Cl	0[fluorescence artefact?]	0	0	87	103	99	3	105	4
O=S(=O)(NCc1csc(-c2ccccc2)n1)c1ccc(Cl)s1	6	/	7	91	80	93	-9	100	-6
COc1ccc(NC(=O)C(c2ccc(OC)cc2)N(C)C(=O)CNC(C)=O)cc1 (stereo not drawn)	-8[fluorescence artefact?]	7	11	96	98	117	-11	110	6
O=C(c1c(F)c(F)c(F)c(F)c1F)N1CCN(c2cccc(C(F)(F)F)c2)CC1	0[fluorescence artefact?]	9	7	36	29*	116[fluorescence artefact?]	-2	67	10[fluorescence artefact?]
O=C(NCc1ccco1)C1CCC(N2C(=O)c3ccccc3C2=O)CC1 (stereo not drawn)	-2	-14	8	86	103	101	0	98	-11
O=C(CSc1nnnn1-c1cccc(F)c1)Nc1nc2ccccc2s1	17	-5	3	105	79	298*	55*[fluorescence artefact?]	116	3
COc1ccc(N2CCN(c3oc(-c4ccccc4OC)nc3C#N)CC2)cc1	21[fluorescence artefact?]	1	5	79	84	152	5[fluorescence artefact?]	96	0
COc1ccc2c(=O)c3c(=O)n(Cc4ccco4)c(C(C)C)nc3oc2c1	34	-1	3	112	82	82[fluorescence artefact?]	25[fluorescence artefact?]	105	25
Cc1cccc(N(CC(=O)N=Nc2c(O)[nH]c3ccccc23)S(C)(=O)=O)c1C	13	-17	0	88	95	84[fluorescence artefact?]	-1[fluorescence artefact?]	90	-3
O=C(NCCc1ccc(Cl)cc1)C1CC(=O)N(C2CCCCC2)C1 (stereo not drawn)	-9	8	3	98	106	133	3	104	4
O=C(O)CCCCCNS(=O)(=O)c1c(Cl)cccc1Cl	-2[fluorescence artefact?]	/	8	110	92	108	2[fluorescence artefact?]	100	13
COCCCN1C(=O)c2ccc(C(=O)Nc3ccc(OC)cc3)cc2C1=O	-1	-19	5	86	82	95	1	100	-15
Cc1cccc(-n2nnnc2SCn2nnc3ccccc3c2=O)c1	-9	-6	1	99	99	120	-9	95	10
CCCc1ccc(C(=O)CCC(=O)O)cc1	1	/	-1	106	94	151[fluorescence artefact?]	1	97	-1
CC(=O)n1c2ccccc2c2nc(NC(C)C)sc21	4	-6	7	102	85	105	-3	111	2

(next part)
SMILES	ERb SRC1 inh	sEH activator	Candida biofilm	HUVEC prolif 384	H69AR inhibit	ERa SRC1 pot	ERa SRC1 inh	Lung fibro prol	Smad3 inh
COC(=O)CC1C(=O)NCCN1C(=O)Nc1ccc(Cl)cc1 (stereo not drawn)	-3	-4	5	100	93	113	1	103	18
COc1ccc(N2CCN(c3nc4c(c(=O)[nH]c(=O)n4C)n3Cc3ccccc3Cl)CC2)cc1	-6	/	7	87	77	112[fluorescence artefact?]	-3	95	-3
CCN(CC)c1ccc2c(C)c(-c3ccc(N)cc3)c(=O)oc2c1	4[fluorescence artefact?]	/	3	79	51	80[fluorescence artefact?]	4[fluorescence artefact?]	97	1
COC(=O)c1ccc(/C=N/OCC(=O)NC2CCCC(C)C2C)cc1 (stereo not drawn)	-4	-20	3	106	98	89	-9	78	2
Cc1nc2sc(C(c3ccco3)N3CCC4(CC3)OCCO4)c(O)n2n1 (stereo not drawn)	-23	20	6	88	95	101	-25	86	10
O=C(c1ccco1)N1CCN(c2ncnc3sc4c(c23)CCC4)CC1	10	1	-6	87	82	95	7	99	-1
CC(=O)c1cccc(NC(=O)NCc2ccccn2)c1	-16	15	7	85	93	115	-28	102	-3
CCOC(=O)/C=C1\SCC(=O)N1CC(=O)Nc1ccccc1OC(F)F	5	6	1	80	92	105	-4	/	4
Cc1ccc(-n2nc(-c3ccc(N)cc3)cc2N)cc1	-7	/	8	86	81	118	-7	98	6

An excerpt from above in order of number of heavy atoms, high to low:
SMILES	ERb SRC1 inh	sEH activator	Candida biofilm	HUVEC prolif 384	H69AR inhibit	ERa SRC1 pot	ERa SRC1 inh	Lung fibro prol	Smad3 inh
COc1ccc(N2CCN(c3nc4c(c(=O)[nH]c(=O)n4C)n3Cc3ccccc3Cl)CC2)cc1	-6	/	7	87	77	112[fluorescence artefact?]	-3	95	-3
O=C(c1ccco1)N1CCN(c2ncnc3sc4c(c23)CCC4)CC1	10	1	-6	87	82	95	7	99	-1
CCN(CC)c1ccc2c(C)c(-c3ccc(N)cc3)c(=O)oc2c1	4[fluorescence artefact?]	/	3	79	51	80[fluorescence artefact?]	4[fluorescence artefact?]	97	1

Some of the compounds tested, so the mix of outcomes need not match the whole.
